Bioassay records from PubChem BioAssay.
AmpC detergent – AmpC beta-lactamase inhibition with detergent present; AmpC hydrolysis of nitrocefin, absorbance 480 nm, 0.01% Triton; hit rate 0.041% among 370,000; P00811; AID 485294; Potency, µM (highest dose often 114 µM), for the others: at the top dose activity change, negative = inhibition, hits mostly inhibitors;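 further: potency means the concentration at half of the fitted maximal effect; 0% = no-compound wells and -100% = no-enzyme wells; nearly all actives have a fitted effect of over 25% in size; some results filed as inactive show a strong effect at the top dose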
Target sequence (P00811 whole entry, looked up): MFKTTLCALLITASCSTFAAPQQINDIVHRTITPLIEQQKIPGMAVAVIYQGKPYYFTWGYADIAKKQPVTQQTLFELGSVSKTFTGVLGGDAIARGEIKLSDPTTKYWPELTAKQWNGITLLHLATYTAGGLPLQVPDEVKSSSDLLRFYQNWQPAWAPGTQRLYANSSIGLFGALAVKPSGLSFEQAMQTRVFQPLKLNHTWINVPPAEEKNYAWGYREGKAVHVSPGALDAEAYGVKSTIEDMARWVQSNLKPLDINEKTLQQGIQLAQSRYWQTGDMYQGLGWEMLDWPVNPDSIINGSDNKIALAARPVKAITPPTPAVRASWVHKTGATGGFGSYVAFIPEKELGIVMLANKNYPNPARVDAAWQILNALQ
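AmpC (5.3 nM in the dispensed reagent) in 20 mM phosphate pH 7.0 with 0.01% (detergent screen) or 0.0001% Triton X-100 was preincubated with compounds for 15 min at room temperature. Nitrocefin was then added from an 800 uM solution, and hydrolysis was followed at 480 nm.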
HCMV inh – human cytomegalovirus inhibition; HFF cells, HCMV-luciferase reporter, 72 h; stronger effect = lower value; activity change, negative = inhibition, % at 57.5 µM; hit rate 4.5% among 410,000; AID 1259415; in the data active means activity change below about -60%; inconclusive means no clear call, values can overlap the other calls; inactive means above about -39%
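Two compound doses tested in HFFs infected with HCMV-luciferase, MOI 1 PFU/cell, 72 h at 37C. Lysate luminescence read with OneGlo; data normalized against buffer-only and 10uM Salinomycin inhibitor controls.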
TbPYK inhibitor – inhibitors of Trypanosoma brucei pyruvate kinase | Q57TT1 | TbPYK enzyme, Kinase-Glo Plus ATP luminescence, 45 min | Potency, µM (doses to about 76.8 µM), inactives show at the highest dose activity, negative = inhibition, usual class: inhibitors | hit rate 0.12% among 410,000; further: potency means the concentration at half of the fitted maximal effect; nearly all actives have a fitted effect of over 50% in size
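Quantitative HTS: titrated library compounds versus trypanosomal pyruvate kinase in TEA buffer (pH 7.2) containing KCl, MgCl2, BSA and Tween-20. Reactions were initiated with ADP, 130 uM final. Kinase-Glo Plus luminescence was read after 45 min at RT.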
AMA1 RON2 block – AMA1-RON2 (P. falciparum) interaction inhibition | Potency, µM (series often up to 58.2 µM), for the others: at the top dose activity change, negative = inhibition, most hits filed as inhibitors | AlphaScreen AMA1-biotinylated RON2 peptide binding | hit rate 0.2% among 360,000 | AID 720542;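 further: potency means the concentration at half of the fitted maximal effect; 0% = vehicle wells and -100% = peptide control; nearly all actives have a fitted effect of over 45% in size; some results filed as inactive show a strong effect at the top dose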
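AMA1 (3D7) with his tag at 25 nM final met compounds first, then biotinylated RON2 peptide at 25 nM; detection used donor plus acceptor beads, 10 µg/mL apiece, read by AlphaScreen after 30 min at room temperature.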
AmpC no deterg – AmpC beta-lactamase inhibition without detergent; P00811; hit rate 0.52% among 330,000; AmpC nitrocefin hydrolysis, absorbance 480 nm, 0.0001% Triton; Potency, µM (highest dose often 57.1 µM), for inactives: at the highest dose activity change, negative = inhibition, usual class: inhibitors;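 further: potency means the concentration at half of the fitted maximal effect; plate controls were no compound for no effect and no enzyme for full effect; nearly all actives have a fitted effect of over 20% in size; some results filed as inactive show a strong effect at the top dose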
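20 mM phosphate pH 7.0 + 0.01% (detergent screen) or 0.0001% Triton X-100; 5.3 nM AmpC reagent; cpd preinc 15 min RT; nitrocefin (800 uM stock) to start; A480 q20 s × 4 min; Activity was normalised to no-enzyme and no-compound control wells.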
HCV inhibitor – inhibitors of hepatitis C virus infection. Huh7.5.1 HCVcc-Cre infection, luciferase reporter, 44 h. Potency, µM (doses to about 41.8 µM), without a hit: top-dose activity change, negative = inhibition, hits mostly inhibitors. hit rate 3.4% among 340,000. AID 651820; further: potency means the concentration at half of the fitted maximal effect
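Compounds are dispensed onto cells plated 4 h earlier at 1,000 per well, with HCVcc-Cre virus (about 0.5 moi) added next. Following 44 h of culture, luminescent signal is measured for 15 sec after 15 min with substrate at room temperature.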
LmPK inhibitor – blocks Leishmania mexicana pyruvate kinase activity. purified LmPK, Kinase-Glo ATP luminescence, 1 h. Potency, µM (doses to about 57.5 µM), inactives show at the highest dose activity change, negative = inhibition, usual class: inhibitors. AID 1721. hit rate 0.37% among 290,000. Q27686; further: potency means the concentration at half of the fitted maximal effect
Target sequence (Q27686 whole entry, looked up): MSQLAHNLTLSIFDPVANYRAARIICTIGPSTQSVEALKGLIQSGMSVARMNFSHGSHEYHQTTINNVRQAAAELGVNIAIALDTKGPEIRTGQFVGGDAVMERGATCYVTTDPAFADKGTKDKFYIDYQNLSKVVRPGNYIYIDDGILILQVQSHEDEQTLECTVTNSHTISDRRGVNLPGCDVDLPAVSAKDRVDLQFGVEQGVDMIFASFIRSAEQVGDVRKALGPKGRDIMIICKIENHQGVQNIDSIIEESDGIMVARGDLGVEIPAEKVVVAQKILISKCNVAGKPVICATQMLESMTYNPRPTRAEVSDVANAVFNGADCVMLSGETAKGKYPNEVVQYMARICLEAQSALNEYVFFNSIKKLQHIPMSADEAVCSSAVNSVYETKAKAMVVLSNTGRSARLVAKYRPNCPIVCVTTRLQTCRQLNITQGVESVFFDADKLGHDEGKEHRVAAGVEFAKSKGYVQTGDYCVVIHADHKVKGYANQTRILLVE
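Pyruvate kinase activity monitored as ATP production (luciferase luminescence). Conditions: 0.1 nM enzyme, 0.5 mM PEP, 0.1 mM ADP, 1 h, RT; normalized against uninhibited and no-enzyme wells.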
Active calls of the source: *; [ ] = dose if it differs, or a comment. Unless noted, the call rests on the fitted dose curve; in most records, active means well fitted curve in the direction sought with a large enough effect; inconclusive means small, poorly fitted or top-dose-only effect, or another doubt; inactive means no such curve, though single readings can be large; an effect the other way counts as inactive or inconclusive. Unless noted, on the % scale 0 is the no-effect control and ±100 the full control effect. This is a random part of the collection; about 7.5% have a hit in one of these screens.

Preview, 2 compounds:
For COCc1cc(C)nc(Oc2ccccc2)c1C#N the results were AmpC detergent 1%, HCMV inh -12, TbPYK inhibitor 0%, AMA1 RON2 block -6%, AmpC no deterg -2%, HCV inhibitor -11% and LmPK inhibitor -2%.
For CCCCNC(=O)c1cn(CC)c2ccc(S(=O)(=O)N3CCCCCC3)cc2c1=O the results were AmpC detergent 0%, HCMV inh 5, TbPYK inhibitor -3%, AMA1 RON2 block 0%, AmpC no deterg 22%, HCV inhibitor -5% and LmPK inhibitor 9%.

The whole of this part, previewed entries included:
For COCc1cc(C)nc(Oc2ccccc2)c1C#N the results were AmpC detergent 1%, HCMV inh -12, TbPYK inhibitor 0%, AMA1 RON2 block -6%, AmpC no deterg -2%, HCV inhibitor -11% and LmPK inhibitor -2%.
For CCCCNC(=O)c1cn(CC)c2ccc(S(=O)(=O)N3CCCCCC3)cc2c1=O the results were AmpC detergent 0%, HCMV inh 5, TbPYK inhibitor -3%, AMA1 RON2 block 0%, AmpC no deterg 22%, HCV inhibitor -5% and LmPK inhibitor 9%.
For CCOCC(=O)N(CC)Cc1ccccc1 the results were AmpC detergent -2%, HCMV inh -34, TbPYK inhibitor -3%, AMA1 RON2 block -4%, AmpC no deterg -2%, HCV inhibitor 10% and LmPK inhibitor -6%.
Screening CCCC12CN3CCN(CC(C3)/C1=N\NC(=O)Nc1ccccc1)C2 returned AmpC detergent -8%, HCMV inh -31, TbPYK inhibitor -11%, AMA1 RON2 block -8%, AmpC no deterg -9%, HCV inhibitor 9% and LmPK inhibitor 0%.
Screening Cn1c(=O)n(C)c2cc(N3CCOCC3)c(NS(=O)(=O)c3ccc(C(C)(C)C)cc3)cc21 returned AmpC detergent -5%, HCMV inh -19 and TbPYK inhibitor 0%.
`FC(F)(F)c1cc(-c2ccco2)nc(-n2nc(C(F)(F)F)cc2C2CC2)n1` gave AmpC detergent 1%, HCMV inh 7, TbPYK inhibitor 0%, AMA1 RON2 block 8%, AmpC no deterg -14%, HCV inhibitor inconclusive and LmPK inhibitor -4%.
For CCN1/C(=C\C(=S)Nc2ccccc2)Sc2ccccc21 the results were AmpC detergent 1%, HCMV inh -61*, TbPYK inhibitor -20%, AMA1 RON2 block 39%[activator], AmpC no deterg -38%, HCV inhibitor 6.3µM* and LmPK inhibitor -1%.
CCN(CC1CCCO1)C(=O)c1cc(COc2ccc(F)cc2F)on1 (stereo not drawn) was read as AmpC detergent -1%, HCMV inh -8, TbPYK inhibitor -11%, AMA1 RON2 block -9%, AmpC no deterg -13% and LmPK inhibitor 1%.
`COc1ccc(C)cc1NC(=O)c1sc2nc(-c3ccc(F)cc3)cn2c1C` gave AmpC detergent 14%, HCMV inh -15 and TbPYK inhibitor 0%.
`CC(=Nc1ccccc1)C1=C(O)CCCC1=O` gave AmpC detergent -6%, HCMV inh -12, TbPYK inhibitor 0%, AMA1 RON2 block 11%, AmpC no deterg -24%, HCV inhibitor 1% and LmPK inhibitor 6%.
`COc1ccc(NS(=O)(=O)N2CCOCC2)cc1` gave AmpC detergent 0%, HCMV inh 14, TbPYK inhibitor -4%, AMA1 RON2 block -6%, AmpC no deterg 10%, HCV inhibitor 11% and LmPK inhibitor -4%.
O=C(COC(=O)c1ccc(Br)o1)NCc1ccc2c(c1)OCO2 was read as HCMV inh 7, TbPYK inhibitor -1%, AMA1 RON2 block -10%[11.6 µM], AmpC no deterg -16% and HCV inhibitor -7%.
`CCOc1ccc(N(C)S(=O)(=O)c2c(C(=O)N3CCC(C)CC3)c(C)n(C)c2C)cc1` gave AmpC detergent 2%, HCMV inh inconclusive and TbPYK inhibitor -5%.
Screening Cc1nn(-c2ccccc2)c(C)c1-c1cc(C(=O)N/N=C/c2cccnc2)[nH]n1 returned AmpC detergent 3%, HCMV inh -1, AmpC no deterg -6% and LmPK inhibitor 5%.
For Cc1cc2nc(-c3cccc(Br)c3)c(Cc3cccc(Cl)c3)n2c(C)c1Br the results were HCMV inh 9, TbPYK inhibitor -1% and AMA1 RON2 block -8%.
O=c1ncn(-c2cccc([N+](=O)[O-])c2)c2ccccc12 was read as HCMV inh 29, TbPYK inhibitor -1%, AMA1 RON2 block -6% and HCV inhibitor 16%.
Screening Nc1nonc1-n1nnc(C(=O)N/N=C/c2ccc(O)cc2)c1CN1CCCCCC1 returned HCMV inh -61*, TbPYK inhibitor -7%, AMA1 RON2 block 36%[activator] and HCV inhibitor 11%.
`O=c1c2ccccc2nc(Cc2ccccc2)n1-c1cccc(O)c1` gave AmpC detergent 4%, HCMV inh -20, TbPYK inhibitor -12%, AMA1 RON2 block -25%, AmpC no deterg -13%, HCV inhibitor -9% and LmPK inhibitor 5%.
`COc1ccc(C)cc1NC(=O)CCS(=O)(=O)c1ccc2c(c1)CC(=O)N2C` gave AmpC detergent -4%, HCMV inh -3 and TbPYK inhibitor -1%.
For CCCCCn1nc(C(=O)N(CC(C)C)c2c(N)n(CCCC)c(=O)[nH]c2=O)c2ccccc2c1=O the results were AmpC detergent inconclusive, HCMV inh -4, TbPYK inhibitor -23%, AMA1 RON2 block 11%, AmpC no deterg 12% and HCV inhibitor -8%.
`Cc1ccc(CNC(=O)C2CC(c3ccccc3C(F)(F)F)=NO2)o1` (stereo not drawn) gave HCMV inh -8, TbPYK inhibitor -4%, AMA1 RON2 block 10% and HCV inhibitor -1%.
Screening Cc1cc(OCc2cc(C(=O)N(C)CCCN3CCOCC3)no2)cc(C)c1Cl returned AmpC detergent -14%, HCMV inh 3, TbPYK inhibitor -5%, AMA1 RON2 block -6%, AmpC no deterg 178%[activator], HCV inhibitor inconclusive and LmPK inhibitor 1%.
For CCCCn1c(N)c(C(=O)NCc2cccs2)c2nc3ccccc3nc21 the results were AmpC detergent inconclusive, HCMV inh inconclusive, TbPYK inhibitor 0%, AMA1 RON2 block 36%[activator], AmpC no deterg 23%, HCV inhibitor inconclusive and LmPK inhibitor 4%.
Clc1ccc2c(c1)C(c1ccccc1Cl)=NCc1nnc(N3CCN(CCOc4ccccc4)CC3)n1-2 was read as AmpC detergent inconclusive, HCMV inh -36, TbPYK inhibitor -1%, AMA1 RON2 block -1%[11.6 µM], AmpC no deterg 265%[activator], HCV inhibitor inconclusive and LmPK inhibitor -1%.
`CC(=O)Nc1ccc(S(=O)(=O)N[C@@H](C)C(=O)N(C)Cc2cccs2)cc1` gave AmpC detergent -10%, HCMV inh -14, TbPYK inhibitor 3%, AMA1 RON2 block -4%, AmpC no deterg -7% and HCV inhibitor 9%.
`Cc1ccc(Nc2nnns2)cc1` gave AmpC detergent 7%, HCMV inh -9, TbPYK inhibitor inconclusive, AMA1 RON2 block 0%, AmpC no deterg -13%, HCV inhibitor -16% and LmPK inhibitor -1%.
`O=c1[nH]c(=S)n(-c2ccccc2)c(O)c1/C=N/N1CCOCC1` gave AmpC detergent -4%, HCMV inh 63, TbPYK inhibitor 0%, AMA1 RON2 block -2%, AmpC no deterg -14%, HCV inhibitor 11% and LmPK inhibitor 0%.
Screening O=C(O)c1ccc(N/N=C/c2ccc(OC(=O)c3cccc(Cl)c3)cc2)cc1 returned AmpC detergent 2%, HCMV inh -64*, TbPYK inhibitor 4%, AMA1 RON2 block -10%, AmpC no deterg -40%, HCV inhibitor 6% and LmPK inhibitor 4%.
For COc1ccc(NC(=O)C23CCC(C2)C(C)(C)C3=O)cc1 (stereo not drawn) the results were AmpC detergent 2%, HCMV inh -36, TbPYK inhibitor -1%, AMA1 RON2 block 14%, AmpC no deterg -7%, HCV inhibitor 5% and LmPK inhibitor -7%.
O=C(Nc1ccccc1)C1=C[C@H](c2csc3ccccc23)C[C@H](OCc2ccc(CO)cc2)O1 was read as AmpC detergent 8%, HCMV inh 18, TbPYK inhibitor 1%, AMA1 RON2 block -11%, AmpC no deterg -14%, HCV inhibitor inconclusive and LmPK inhibitor 10%.
For COc1ccc(C(=O)Nc2ccc(S(=O)(=O)N3CCN(C)CC3)cc2)cc1 the results were HCMV inh -14, TbPYK inhibitor -6%, AMA1 RON2 block -9% and HCV inhibitor 13%.
Screening CSc1ccccc1OCc1cc(C(=O)NCCN2CCCc3ccccc32)no1 returned AmpC detergent -9%, HCMV inh -25, TbPYK inhibitor -2%, AMA1 RON2 block -3%, AmpC no deterg -15%, HCV inhibitor inconclusive and LmPK inhibitor -1%.
Screening CCOc1ccc(CN2CCNC(=O)C2CC(=O)NCc2csc(C(C)C)n2)cc1 (stereo not drawn) returned AmpC detergent inconclusive, HCMV inh -23, TbPYK inhibitor 0%, AMA1 RON2 block 45%[activator], AmpC no deterg 142%[activator], HCV inhibitor 8% and LmPK inhibitor -5%.
O=[N+]([O-])c1cccc(C2=NCCS2)c1 was read as AmpC detergent -6%, HCMV inh -15, TbPYK inhibitor -2%, AMA1 RON2 block -4%[11.6 µM], AmpC no deterg -21%, HCV inhibitor 14% and LmPK inhibitor 0%.
CN1C(=O)C(=O)/C(=C(/O)c2ccc(Br)cc2)C1c1cccc([N+](=O)[O-])c1 (stereo not drawn) was read as AmpC detergent -13%, HCMV inh 15, TbPYK inhibitor -7%, AMA1 RON2 block -11%, AmpC no deterg -16%, HCV inhibitor 13% and LmPK inhibitor 1%.
Screening CN(C)C(=O)N1CCNCC1 returned AmpC detergent -3%, HCMV inh -32, TbPYK inhibitor 5%, AMA1 RON2 block -4%, AmpC no deterg -4%, HCV inhibitor 10% and LmPK inhibitor -8%.
For Cc1nc2nc3c(cn2n1)C(=O)CC(c1ccccc1)C3 (stereo not drawn) the results were AmpC detergent -13%, HCMV inh inconclusive, TbPYK inhibitor 5%, AMA1 RON2 block -9%, AmpC no deterg 6%, HCV inhibitor 19% and LmPK inhibitor -7%.
Screening CCOC1(OCC)C(c2ccc(Cl)cc2)C(C#N)(C#N)C1(OCC)OCC (stereo not drawn) returned AmpC detergent inconclusive, HCMV inh inconclusive, TbPYK inhibitor 3%, AMA1 RON2 block -13%, AmpC no deterg 8%, HCV inhibitor -25% and LmPK inhibitor 0%.
`Cc1ccc(Oc2nc3ccccn3c(=O)c2/C=C(\C#N)C(=O)Nc2c(C)n(C)n(-c3ccccc3)c2=O)c(C)c1` gave AmpC detergent -11%, HCMV inh -28, TbPYK inhibitor -10%, AMA1 RON2 block 0%, AmpC no deterg 7%, HCV inhibitor 10% and LmPK inhibitor -3%.
For CC(C)CCNC(=O)c1cc(C(=O)c2cc(Br)ccc2O)cn(CCC(C)C)c1=O the results were AmpC detergent -16%, HCMV inh -73*, TbPYK inhibitor 0%, AMA1 RON2 block -2%, AmpC no deterg -39%, HCV inhibitor inconclusive and LmPK inhibitor 1%.
